# Mdm2 MdmX PPI – inhibitors of human Mdm2-MdmX association, primary screen, cell-based, luminescence, split luciferase, SaOS-2, uHTS; Protein Mdm4 (Homo sapiens) + E3 ubiquitin-protein ligase Mdm2 (Homo sapiens), …; SaOS-2 split-luciferase Mdm2/MdmX complementation; inhibition, % at 8 µM; hit rate 3% among 330,000; AID 485346, 2010;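 active means inhibition of at least 50% at 8 µM in the primary screen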
# Target sequence (O15151 whole entry, looked up): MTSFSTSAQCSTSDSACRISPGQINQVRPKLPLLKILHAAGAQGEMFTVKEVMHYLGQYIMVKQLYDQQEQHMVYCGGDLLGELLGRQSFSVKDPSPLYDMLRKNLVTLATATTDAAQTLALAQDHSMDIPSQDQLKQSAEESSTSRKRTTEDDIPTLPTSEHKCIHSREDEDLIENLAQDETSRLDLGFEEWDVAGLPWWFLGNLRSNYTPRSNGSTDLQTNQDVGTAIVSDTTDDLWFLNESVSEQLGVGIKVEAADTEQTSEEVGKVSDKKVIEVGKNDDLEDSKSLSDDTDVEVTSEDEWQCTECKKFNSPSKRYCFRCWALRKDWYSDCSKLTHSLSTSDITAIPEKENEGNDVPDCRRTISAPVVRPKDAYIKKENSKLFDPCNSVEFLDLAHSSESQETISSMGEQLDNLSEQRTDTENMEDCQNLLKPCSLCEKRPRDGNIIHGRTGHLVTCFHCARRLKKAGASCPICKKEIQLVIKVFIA
# Target sequence (Q00987 whole entry, looked up): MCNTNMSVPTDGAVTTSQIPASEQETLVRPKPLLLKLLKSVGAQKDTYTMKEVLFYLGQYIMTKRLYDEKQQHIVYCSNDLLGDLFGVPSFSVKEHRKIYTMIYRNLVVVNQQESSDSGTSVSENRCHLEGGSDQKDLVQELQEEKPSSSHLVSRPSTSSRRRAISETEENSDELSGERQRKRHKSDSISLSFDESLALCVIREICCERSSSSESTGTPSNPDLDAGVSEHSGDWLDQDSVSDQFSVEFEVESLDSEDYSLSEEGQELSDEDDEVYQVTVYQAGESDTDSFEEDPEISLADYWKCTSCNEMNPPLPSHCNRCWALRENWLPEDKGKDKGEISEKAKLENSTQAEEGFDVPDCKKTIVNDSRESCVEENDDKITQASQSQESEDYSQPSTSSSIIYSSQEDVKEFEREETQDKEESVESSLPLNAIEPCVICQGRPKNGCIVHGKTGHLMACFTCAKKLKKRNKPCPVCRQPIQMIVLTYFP
# Jurkat NFkB inh – inhibitors of induced NF-kB luciferase reporter, primary screen, TCR NF-kB activation inhibitor project, cell-based, luminescence, uHTS; inhibition, % at 4 µM; AID 435003, 2010; Jurkat, PMA/ionomycin-induced NF-kB luciferase reporter; hit rate 0.53% among 330,000; in the data active means inhibition above about 50%
# UPR CHOP act – activators of apoptotic CHOP UPR arm, primary screen, cell-based, CHO-CHOP luciferase reporter, luminescence, uHTS; UPR activation; percent of tunicamycin response over DMSO baseline; activation, % at 10 µM; hit rate 0.34% among 330,000;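 active means at 10 µM dose, activation of 40% or more, normalized to positive control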;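 further: 100% = tunicamycin at 10 µg/mL and 0% = DMSO alone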
#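 Evaluation: % reporter activation, DMSO baseline versus tunicamycin full activation; System: CHO-CHOP luciferase reporter cell line; Input: 500 cells/well; Incubation: 6 h compound treatment, 37 °C; Measured by: Steady-Glo luciferase luminescence; Dosing: one dose, 10 µM in 0.5% DMSO; Buffer or medium: F12 medium, 10% FBS; Benchmarks: positive tunicamycin 10 µg/mL, negative DMSO alone.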
# tim23-1 inh – growth inhibitors of tim23-1 mutant yeast, primary screen, luminescence, uHTS | S. cerevisiae tim23-1 growth, BacTiter-Glo luminescence, 24 h | inhibition, % at 20 µM | hit rate 1.3% among 330,000 | AID 463212, 2010;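 active means growth inhibition of the mutant yeast at or above 50%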;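 further: temperature-sensitive mutant grown at 25 °C; plate controls were DMSO-treated mutant yeast for no effect and medium wells lacking yeast for full effect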
# 697 NFkB inh – inhibitors of PMA/ionomycin-induced NF-kB reporter, 697 cells, primary screen, B-cell NF-kB inhibitor project, cell-based, luminescence, uHTS; 697 B-cell NF-kB luciferase reporter, 16 h; inhibition, % at 4 µM; hit rate 0.33% among 330,000; in the data active means inhibition above about 35%
# UPR XBP1 act – activators of adaptive XBP1 UPR arm, primary screen, cell-based, CHO-XBP1 luciferase reporter, luminescence, uHTS. IRE1-XBP1 UPR activation; percent of tunicamycin response, DMSO as zero. activation, % at 20 µM. hit rate 0.33% among 330,000. AID 463104, 2010;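 active means versus positive control, 20 µM dose yields 30% or more activation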;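 further: 100% = tunicamycin at 10 µg/mL and 0% = DMSO only wells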
#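 Assay system: IRE1-XBP1 luciferase reporter CHO line. Input: 1000 cells/well. Buffer or medium: F12 with 10% serum. Doses: 20 µM, 1% DMSO. Times: overnight seeding at 37 °C, 6 h compound treatment at 37 °C. Technique: Steady-Glo luciferase glow luminescence, 10 min after reagent addition.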
# TIM10 inh – growth inhibitors of isogenic TIM10 control yeast, primary screen, counter-screen for tim10-1 yeast inhibitor project, luminescence, uHTS. S. cerevisiae TIM10 strain growth, BacTiter-Glo luminescence, 24 h. inhibition, % at 10 µM. hit rate 1.4% among 330,000. AID 463195, 2010;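 active means inhibition of 40% or more at the single tested concentration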;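 further: wild-type TIM10 isogenic control strain grown at permissive 25 °C; 0% = DMSO yeast wells and 100% = minimal medium wells without yeast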
# tim10-1 inh – growth inhibitors of tim10-1 mutant yeast, primary screen, luminescence, uHTS; S. cerevisiae tim10-1 ts strain growth, BacTiter-Glo, 24 h; inhibition, % at 20 µM; hit rate 2.2% among 330,000; AID 463190, 2010;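 active means inhibition of at least 40%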;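 further: mutant grown at 25 °C; 0% = DMSO wells with yeast and 100% = wells holding no yeast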
# * = called active by the depositor. Hits appear at their usual frequency, and some 6.6% of all compounds hit somewhere here.
SMILES,Mdm2 MdmX PPI,Jurkat NFkB inh,UPR CHOP act,tim23-1 inh,697 NFkB inh,UPR XBP1 act,TIM10 inh,tim10-1 inh
CCOP(=O)(OCC)c1nc(-c2cccc3ccccc23)oc1NCc1ccccc1,-7,9,-1.2,24,17,1,18,23
COc1ccc(NC(=O)COC(=O)CNC(=O)COc2ccccc2)cc1OC,8,-10,0.5,5,-21,1,-5,17
Cc1nn(CC(=O)NCc2ccccc2)c(=O)c2ccccc12,-16,4,0.9,-6,10,2,-2,16
N#Cc1c(NC(=O)CSc2nc3ccccc3c(=O)n2Cc2ccco2)sc2c1CCCC2,54*,1,2.2,-3,-10,1,-3,3
COc1ccc(C(=O)N/N=C(\C)Cn2cnc([N+](=O)[O-])n2)cc1,2,-2,4.3,15,-1,-1,-6,7
COc1ccc(S(=O)(=O)N2CC(C)N(S(=O)(=O)c3ccc(OC)cc3)CC2C)cc1 (stereo not drawn),-14,25,-2.6,-1,-1,-7,-7,-7
COC(=O)c1cccc(NC(=O)CCSc2ccc(Cl)cc2)c1C,18,12,0.8,5,17,-4,-2,12
O=C1C(Cl)=C(N2CCCCCC2)C(=O)N1c1ccccc1,-7,-6,-2.7,-31,-8,0,13,18
O=C(Nc1ccc2c(c1)OCO2)c1cnc2n(c1=O)CCS2,-84,-103,2.1,-2,-76,1,1,16
COc1ccccc1-c1coc2c(CN3CCOCC3)c(O)ccc2c1=O,9,-3,-0.5,1,20,0,-1,7
CCC1CCCCN1CCCNC(=O)C1CCN(c2ncnc3c2nc2n3CCCCC2)CC1 (stereo not drawn),1,14,0.4,14,-8,-6,5,-5
COCCn1c(SCc2ccc(C(=O)OC)o2)nnc1-c1c[nH]c2ccccc12,26,-2,-0.7,-1,5,0,1,8
Nc1ccc(S(=O)(=O)Nc2nccc(/C=C/c3ccc(Cl)cc3)n2)cc1,21,-19,2.0,-11,5,20,-22,-13
C/C(=N\NC(=S)Nc1ccccc1C)c1cc2ccccc2o1,19,13,1.8,33,-1,-3,42*,25
CCOC(=O)Cc1csc(NC(=O)/C=C/c2ccc(OC)cc2)n1,18,-25,1.2,3,3,0,-27,-73
COc1ccccc1C(=O)N/C(=C/c1ccc(Br)cc1)C(=O)N1CCCC1,4,-4,-0.1,21,-16,-1,19,22
COc1ccc(/C=N/NC(=O)c2cccnc2)cc1CSc1nc2ccccc2s1,50,34,0.9,31,-36,19,3,21
Cc1ccc(CN(C)S(=O)(=O)c2c(C)noc2/C=C/N(C)C)cc1,12,3,-0.8,30,16,2,9,33
COCCn1cc(C(=O)NCc2ccco2)c2c3ccccc3n(C)c2c1=O,-19,9,0.6,10,20,1,15,-4
O=c1[nH]c(-c2ccccc2O)nc2c1CCCC2,11,-14,0.3,2,3,-1,7,-10
O=C(CSc1ccsc1[N+](=O)[O-])NCCc1ccc(Cl)cc1,3,-10,0.0,-20,2,2,-10,6
Cc1nc(-n2[nH]c3c(c2=O)CCCC3)[nH]c(=O)c1Cc1ccccc1,58*,-15,25,-5,-13,18,7,14
CCOC(=O)Cn1c(=NC(=O)c2ccc([N+](=O)[O-])s2)sc2ccccc21,30,11,0.2,11,-11,-1,30,37
O=S(=O)(NCc1ccccc1Cl)c1cnc[nH]1,20,-2,-0.6,5,13,-1,15,10
CNc1nc(OCC(F)(F)F)nc(OCC(F)(F)F)n1,17,0,-0.3,3,19,-1,5,-6
COc1ccc([N+](=O)[O-])cc1NC(=O)CC1SC(=Nc2cccc(C)c2C)N(/N=C/c2cccc(OC)c2OC)C1=O (stereo not drawn),2,-5,-0.1,21,-4,-1,12,24
CCN(CC(=O)Nc1c(F)cccc1F)C(=O)C1CCCN(C(=O)c2ccc(Cl)cc2)C1 (stereo not drawn),1,-8,-0.3,13,-32,-4,19,0
COc1ccc(NC(=O)c2nc[nH]c2C(=O)N2CCC(C)CC2)cc1,3,-21,0.4,23,-22,-3,10,23
O=C(NCc1ccc2c(c1)OCO2)c1cccnc1,2,-10,0.6,-4,16,1,-11,17
COC(=O)CCC(=O)Nc1ccc(S(=O)(=O)Nc2nc(C)cc(C)n2)cc1,1,10,2.7,5,8,-3,-15,-16

# Arranged by length of the SMILES (low to high): some entries from above.
SMILES,Mdm2 MdmX PPI,Jurkat NFkB inh,UPR CHOP act,tim23-1 inh,697 NFkB inh,UPR XBP1 act,TIM10 inh,tim10-1 inh
O=C(NCc1ccc2c(c1)OCO2)c1cccnc1,2,-10,0.6,-4,16,1,-11,17
O=c1[nH]c(-c2ccccc2O)nc2c1CCCC2,11,-14,0.3,2,3,-1,7,-10
CNc1nc(OCC(F)(F)F)nc(OCC(F)(F)F)n1,17,0,-0.3,3,19,-1,5,-6
O=C1C(Cl)=C(N2CCCCCC2)C(=O)N1c1ccccc1,-7,-6,-2.7,-31,-8,0,13,18
O=C(Nc1ccc2c(c1)OCO2)c1cnc2n(c1=O)CCS2,-84,-103,2.1,-2,-76,1,1,16
COC(=O)c1cccc(NC(=O)CCSc2ccc(Cl)cc2)c1C,18,12,0.8,5,17,-4,-2,12
COc1ccccc1-c1coc2c(CN3CCOCC3)c(O)ccc2c1=O,9,-3,-0.5,1,20,0,-1,7
COCCn1cc(C(=O)NCc2ccco2)c2c3ccccc3n(C)c2c1=O,-19,9,0.6,10,20,1,15,-4
Cc1ccc(CN(C)S(=O)(=O)c2c(C)noc2/C=C/N(C)C)cc1,12,3,-0.8,30,16,2,9,33
COc1ccc(/C=N/NC(=O)c2cccnc2)cc1CSc1nc2ccccc2s1,50,34,0.9,31,-36,19,3,21
COc1ccccc1C(=O)N/C(=C/c1ccc(Br)cc1)C(=O)N1CCCC1,4,-4,-0.1,21,-16,-1,19,22
COc1ccc(C(=O)N/N=C(\C)Cn2cnc([N+](=O)[O-])n2)cc1,2,-2,4.3,15,-1,-1,-6,7
COC(=O)CCC(=O)Nc1ccc(S(=O)(=O)Nc2nc(C)cc(C)n2)cc1,1,10,2.7,5,8,-3,-15,-16
CCOC(=O)Cn1c(=NC(=O)c2ccc([N+](=O)[O-])s2)sc2ccccc21,30,11,0.2,11,-11,-1,30,37
CCN(CC(=O)Nc1c(F)cccc1F)C(=O)C1CCCN(C(=O)c2ccc(Cl)cc2)C1 (stereo not drawn),1,-8,-0.3,13,-32,-4,19,0
COc1ccc([N+](=O)[O-])cc1NC(=O)CC1SC(=Nc2cccc(C)c2C)N(/N=C/c2cccc(OC)c2OC)C1=O (stereo not drawn),2,-5,-0.1,21,-4,-1,12,24

# Later entries:
SMILES,Mdm2 MdmX PPI,Jurkat NFkB inh,UPR CHOP act,tim23-1 inh,697 NFkB inh,UPR XBP1 act,TIM10 inh,tim10-1 inh
C/C(=C\c1ccccc1)CN1CCN(c2ccccc2)CC1,0,-19,0.5,8,-17,0,1,9
Cn1c(SCC(=O)Nc2cccc(F)c2)nc2c([nH]c3ccccc32)c1=O,36,-7,11,-14,-10,13,-5,-4
O=C(COC(=O)C12CC3CC(CC(C3)C1)C2)Nc1nc2c(F)c(F)c(F)cc2s1,58*,-9,-0.1,13,-4,-4,-9,-6
N#C/C(=C\c1ccc(O)cc1)C(=O)N1CCCC1,21,8,-0.8,19,18,1,5,-3
Cn1c(Cc2cccs2)nnc1SCC(=O)Nc1ccccc1F,-7,11,0.0,-10,14,-2,2,6
O=C(C1=C[C@@H](c2ccc(Br)cc2)C[C@@H](OCCCCO)O1)N1CCN(Cc2ccccc2)CC1,55*,-5,2.7,22,4,-3,15,33
COCCCNC(=O)Cn1nc(-c2ccc(C)cc2)ccc1=O,-7,11,-1.7,-9,19,-6,1,-18
Cc1ccc(NS(=O)(=O)c2ccc(C)c(C(=O)N3CCOCC3)c2)cc1,16,2,-1.0,-4,1,-3,-3,11
O=C(c1ccccc1)c1ccc(OCC(O)CN2CCN(Cc3ccccc3)CC2)cc1 (stereo not drawn),3,0,-0.6,-11,16,-2,6,-4
CC(C)(C)c1ccc(OCC(=O)N2CCCCCC2)c(Br)c1,-63,-50,4.0,27,-83,1,-10,17
CCCCC1=CC2=C(c3ccco3)C(=O)C(C)(OC(=O)c3ccc(OC)cc3)C(=O)C2=CN1C1CC1 (stereo not drawn),-4,-4,0.9,-4,7,-1,-9,-14
C/C(=N\Nc1cccc(Cl)c1)C1(C)N(O)C(C)(C)C(c2ccco2)=[N+]1[O-] (stereo not drawn),5,11,3.1,26,-1,0,27,26
COc1ccc(OC)c(S(=O)(=O)N2CCC(C(=O)N3CCOCC3)CC2)c1,25,16,-0.2,9,13,-1,-23,37
O=C(N/N=C/c1ccco1)c1cccc(S(=O)(=O)Nc2ccccc2Cl)c1,-31,3,0.6,25,-33,-3,1,10
CCn1c(-c2csc3c2CCCC3)n[nH]c1=S,-7,17,0.5,35,12,-1,34,29
CCOC(=O)/C(=N\Nc1cc(Cl)ccc1Cl)N1CCN(CC)CC1,17,-3,5.9,-17,-7,0,-11,-10
O=C(Nc1ccc(NC(=O)c2ccccc2Cl)nc1)c1ccco1,-8,-23,4.9,1,-8,-1,9,-75
COc1ccc(NC(=O)N(C)C[C@H]2Oc3ccc(NS(=O)(=O)c4ccc(OC)cc4)cc3C(=O)N([C@H](C)CO)C[C@@H]2C)cc1,6,-7,-0.6,6,11,2,10,8
Cc1ccc(S(=O)(=O)Nc2ccccc2F)cc1C(=O)NNC(=O)c1ccccc1O,21,-9,0.7,-2,-44,-4,11,6
CCCn1nnnc1NCc1cccc(OC)c1OC,-32,-15,-1.1,-10,-23,-3,-5,-8
CC(C)C[C@H](NC(=O)c1nc[nH]c1C(=O)N[C@@H](CCCCN)C(=O)OC(C)(C)C)C(=O)OC(C)(C)C,30,14,2.3,14,12,-2,-1,4
